Pf growth 48h: inhibits P. falciparum growth in the first generation, 48 h. P. falciparum luciferase growth in erythrocytes, 48 h. Potency, µM (highest dose often 28.7 µM), inactives show at the highest dose activity change, negative = inhibition, most hits filed as inhibitors. 310,000 tested, 5.9% active. AID 504832; further: potency means the concentration at half of the fitted maximal effect; on the % scale 0 is the no-effect control and ±100 the full control effect
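Compounds are pin-transferred into medium, infected erythrocytes (2% hematocrit, 0.1% parasitemia final) are added, and plates sit one parasite generation at 37 C in 5% CO2. Detection reagent is then added and luminescence measured.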
Cycloheximide cs: counter-screen hit for Shiga toxin inhibitors, cycloheximide. cell reporter, cycloheximide protein synthesis inhibition counterscreen. max response, %. 300,000 tested, 12% active; in the data active means max response mostly above about 13%, no sharp cut-off; inactive means mostly below about 14%; further: read at 38.3 µM for the half of the compounds with a filed dose; 0% is about no effect
Tb PYK inh: blocks Trypanosoma brucei pyruvate kinase | Q57TT1 | TbPYK enzyme, Kinase-Glo Plus ATP luminescence, 45 min | Potency, µM (series often up to 76.8 µM), inactives show at the top dose activity, negative = inhibition, most hits filed as inhibitors | 410,000 tested, 0.12% active | AID 624173; further: potency means the concentration at half of the fitted maximal effect; on the % scale 0 is the no-effect control and ±100 the full control effect; nearly all actives have a fitted effect of over 50% in size
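Luminescent Kinase-Glo Plus end-point after 45 min room-temperature reaction of T. brucei pyruvate kinase started with 130 uM ADP (final). Buffer TEA 50 mM pH 7.2 with KCl, MgCl2, BSA, Tween-20; titration-based qHTS with fitted concentration-effect curves.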
AMA1 RON2 block: disrupts binding of P. falciparum AMA1 to RON2 | AlphaScreen AMA1-biotinylated RON2 peptide binding | Potency, µM (top dose mostly 58.2 µM), for inactives: at the highest dose activity change, negative = inhibition, usual class: inhibitors | 360,000 tested, 0.2% active | AID 720542;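 further: potency means the concentration at half of the fitted maximal effect; 0% = vehicle wells and -100% = peptide control; nearly all actives have a fitted effect of over 45% in size; some results filed as inactive show a strong effect at the top dose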
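AMA1 (3D7) with his tag at 25 nM final met compounds first, then biotinylated RON2 peptide at 25 nM; detection used donor plus acceptor beads, 10 µg/mL apiece, read by AlphaScreen after 30 min at room temperature.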
Pf growth 96h: inhibits malaria parasite growth, 96 h; P. falciparum luciferase reporter growth, 96 h; Potency, µM (series often up to 28.7 µM), without a hit: top-dose activity change, negative = inhibition, usual class: inhibitors; 320,000 tested, 6.9% active; further: potency means the concentration at half of the fitted maximal effect; on the % scale 0 is the no-effect control and ±100 the full control effect
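Two-generation exposure (96 h) targets delayed-death phenotype. Reporter parasites carrying integrated firefly luciferase, in red cells at 2% hematocrit and 0.05% parasitemia final, kept at 37 C, 5% CO2; luminescence loss indicates inhibition.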
Shiga inhibitor: blocks Shiga toxin action in Vero cells; 290,000 tested, 9.2% active; inhibition, % at 38.7 µM; Vero cells, Shiga toxin protein synthesis inhibition reporter; in the data active means inhibition mostly above about 28%, no sharp cut-off; inactive means mostly below about 43%; further: 0% is about no effect
LmPK inh: inhibitors of Leishmania mexicana pyruvate kinase; purified LmPK, Kinase-Glo ATP luminescence, 1 h; Q27686; Potency, µM (highest dose often 57.5 µM), without a hit: top-dose activity change, negative = inhibition, actives largely listed as inhibitors; 290,000 tested, 0.37% active; further: potency means the concentration at half of the fitted maximal effect; on the % scale 0 is the no-effect control and ±100 the full control effect
Target sequence (Q27686 whole entry, looked up): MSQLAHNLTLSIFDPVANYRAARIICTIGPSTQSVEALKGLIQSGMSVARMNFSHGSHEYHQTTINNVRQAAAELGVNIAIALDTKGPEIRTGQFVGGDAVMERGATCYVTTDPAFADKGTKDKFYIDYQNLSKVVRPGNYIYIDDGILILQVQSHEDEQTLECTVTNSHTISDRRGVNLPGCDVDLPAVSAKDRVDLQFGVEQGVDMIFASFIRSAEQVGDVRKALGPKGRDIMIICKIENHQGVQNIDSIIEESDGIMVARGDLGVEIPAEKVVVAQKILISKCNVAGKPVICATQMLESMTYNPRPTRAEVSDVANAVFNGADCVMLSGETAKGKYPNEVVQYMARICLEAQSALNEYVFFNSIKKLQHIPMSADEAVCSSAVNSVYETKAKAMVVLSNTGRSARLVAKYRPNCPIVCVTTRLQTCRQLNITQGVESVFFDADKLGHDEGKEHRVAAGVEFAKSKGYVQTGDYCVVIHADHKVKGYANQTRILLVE
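Screened at intermediate enzyme activity to detect both inhibitors and activators: LmPK at 0.1 nM, with a 0.5 nM enzyme column as activation reference. PEP 0.5 mM, ADP 0.1 mM; ATP detected by luminescence after 1 h.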
Starred values were filed as active, the others as inactive; i = inactive; ? = inconclusive; · = not tested or not shown; [ ] = remark or other dose. Unless noted, the call rests on the fitted dose curve; in most records, active means well fitted curve in the direction sought with a large enough effect; inconclusive means small, poorly fitted or top-dose-only effect, or another doubt; inactive means no such curve, though single readings can be large; an effect the other way counts as inactive or inconclusive.

SMILES	Pf growth 48h	Cycloheximide cs	Tb PYK inh	AMA1 RON2 block	Pf growth 96h	Shiga inhibitor	LmPK inh
O=C(NCc1ccc2c(c1)OCO2)C(=O)NCC(c1ccco1)N1CCN(c2ccccc2)CC1 (centres undefined)	?	6	3%	-8%	?	6	3%
COC(=O)c1[nH]c2cc(OC)c(OC)cc2c1/C=N/Nc1ccccc1	0%	12	0%	-3%	?	29	4%
CCCCn1c(Nc2ccccc2)nc2ccccc21	·	-4	-7%	41%[activator]	?	-21	9%
O=C(CCNS(=O)(=O)c1cccc2nsnc12)N1CCc2ccccc21	·	-2	3%	-2%	0%	33	8%
COc1ccc(Sc2ccccc2CN(C)C)cc1OC	18%	1	-2%	-2%	-2%	-6	-1%
CC1CC(=O)N(C)c2ccc([N+](=O)[O-])cc2N1 (centres undefined)	6%	-1	-4%	-2%	1%	15	3%
COc1cccc(C2/C(=C(\O)c3ccc4c(c3)OCCO4)C(=O)C(=O)N2CCN(C)C)c1 (centres undefined)	-10%	9	3%	62%[activator]	28%	26	5%
Clc1ccc(-c2nnc(-c3cccnc3)o2)cc1	72%[activator]	20*	2%	7%	?	56*	-2%
Cc1cc(=O)oc(C)c1C(=O)NC12CC3CC(CC(C3)C1)C2	23%	8	-7%	43%[activator]	10%	-7	-1%
O=S(=O)(NCC(c1ccc2c(c1)OCO2)N1CCOCC1)c1ccc(Cl)cc1 (centres undefined)	-18%	·	-4%	5%	3%	·	·
CC(=O)c1c(CSc2ccccc2)oc2ccc(O)c(CN(C)C)c12	?	-5	0%	-4%	2%	-10	4%
Cn1cc(Br)c(C(=O)NNC(=O)Nc2ccccc2C(F)(F)F)n1	19%	26*	-2%	90%[activator]	33%[activator]	51	0%
COc1ccc(-c2nnc(N3CCOCC3)c3ccccc23)cc1	-9%	0	1%	-3%	13µM*	19	0%
CC(=O)Nc1ccc(-c2csc(NC(=O)C3=COCCO3)n2)cc1	86%[activator]	·	-3%	8%	138%[activator]	·	·
CCC(C(=O)NCc1ccc(F)cc1)n1nc(C)n2c(cc3occc32)c1=O (centres undefined)	3%	-4	0%	-10%	?	-4	3%
CCN(Cc1cc(=O)n2ccsc2n1)Cc1nc2cc(OC)c(OC)cc2c(=O)[nH]1	81%[activator]	-3	3%	129%[activator]	38%[activator]	24	-4%
COC(=O)N/N=C/c1cccc(OC(=O)c2ccc3c(c2)OCO3)c1	9%	2	-3%	-6%	61%[activator]	14	-6%
CN(NC1OC(=O)c2ccccc21)c1ccc(C(F)(F)F)cc1[N+](=O)[O-] (centres undefined)	16%	-2	7%	20%	1%	61	0%
Cn1c(=O)c2cn3c(c2n(C)c1=O)C(c1ccccc1)CC(c1ccccc1)=N3 (centres undefined)	?	38*	-24%	6%	11%	105*	1%
O=[N+]([O-])c1ccc(N2CCN(C(=S)NC3CCCCC3)CC2)cc1	0.52µM*	6	-16%	-6%	121%[activator]	-2	1%

10 consecutive records already listed, quoted:
SMILES	Pf growth 48h	Cycloheximide cs	Tb PYK inh	AMA1 RON2 block	Pf growth 96h	Shiga inhibitor	LmPK inh
CC(=O)c1c(CSc2ccccc2)oc2ccc(O)c(CN(C)C)c12	?	-5	0%	-4%	2%	-10	4%
Cn1cc(Br)c(C(=O)NNC(=O)Nc2ccccc2C(F)(F)F)n1	19%	26*	-2%	90%[activator]	33%[activator]	51	0%
COc1ccc(-c2nnc(N3CCOCC3)c3ccccc23)cc1	-9%	0	1%	-3%	13µM*	19	0%
CC(=O)Nc1ccc(-c2csc(NC(=O)C3=COCCO3)n2)cc1	86%[activator]	·	-3%	8%	138%[activator]	·	·
CCC(C(=O)NCc1ccc(F)cc1)n1nc(C)n2c(cc3occc32)c1=O (centres undefined)	3%	-4	0%	-10%	?	-4	3%
CCN(Cc1cc(=O)n2ccsc2n1)Cc1nc2cc(OC)c(OC)cc2c(=O)[nH]1	81%[activator]	-3	3%	129%[activator]	38%[activator]	24	-4%
COC(=O)N/N=C/c1cccc(OC(=O)c2ccc3c(c2)OCO3)c1	9%	2	-3%	-6%	61%[activator]	14	-6%
CN(NC1OC(=O)c2ccccc21)c1ccc(C(F)(F)F)cc1[N+](=O)[O-] (centres undefined)	16%	-2	7%	20%	1%	61	0%
Cn1c(=O)c2cn3c(c2n(C)c1=O)C(c1ccccc1)CC(c1ccccc1)=N3 (centres undefined)	?	38*	-24%	6%	11%	105*	1%
O=[N+]([O-])c1ccc(N2CCN(C(=S)NC3CCCCC3)CC2)cc1	0.52µM*	6	-16%	-6%	121%[activator]	-2	1%

Later entries:
SMILES	Pf growth 48h	Cycloheximide cs	Tb PYK inh	AMA1 RON2 block	Pf growth 96h	Shiga inhibitor	LmPK inh
Cc1ccc(-c2cc(C(=O)Nc3ccc(S(=O)(=O)Nc4ncccn4)cc3)[nH]n2)c(O)c1C	?	1	4%	46%[activator]	9.3µM*	-3	6%
Cc1ccc(/C=N/NC(=O)c2cccc([N+](=O)[O-])c2)o1	26%	14	-5%	23%	?	-7	-2%
O=C(OCc1cnc(Cl)s1)c1c(F)cccc1F	19%	9	-23%	11%	33%[1.15 µM]	52	-1%
O=P(C(=NCCO)NO)(N1CCOCC1)N1CCOCC1	25%	2	4%	0%	28%	·	13%
COc1ccc(C2NC(=O)CCC2[N+](=O)[O-])cc1OC (centres undefined)	-17%	1	-2%	1%	-14%	-16	6%
Cc1ccccc1NC(=O)COC(=O)c1cc[n+]([O-])cc1	70%[activator]	·	-2%	13%	23%	·	·
CN1CCN(CCCNC(=O)c2cc3c(=O)oc4ccccc4c3s2)CC1	?	-5	-2%	1%	41%[activator]	-11	-13%
COc1ccc(NC(=O)NCc2ccncc2)cc1	47%[activator]	-1	4%	24%	228%[activator]	-22	-1%
CCCC1(c2ccccc2)NC(=O)N(C/C=C/Cl)C1=O (centres undefined)	1%	-5	-9%	-3%	?	-9	3%
O=C(c1ccccc1)C(O)C(c1ccccc1)N1CCOCC1 (centres undefined)	0%	-6	-3%	-5%	32%	-7	8%
CCOC(=O)c1[nH]c(C)c(C(=O)N2CCN(c3ccc(OC)cc3)CC2)c1C	10%	1	-7%	?	-17%	-1	5%[11.5 µM]
CCOC(=O)N1CCN(S(=O)(=O)c2cc(Br)cc3c2N(C(=O)CC)CC3)CC1	11%	-3	2%	-10%	·	5	-11%
CSCC[C@H](NC(=O)[C@@H]1Cc2ccccc2CN1)C(=O)NC1CCCCC1	39%	12	2%	24%	25%	6	1%
COc1ccc(CCNC(=O)c2cc(C(C)C)on2)cc1OC	3%	2	3%	14%	41%[activator]	-2	0%
CC(=O)c1c(C)[nH]c(C(=O)COC(=O)CN(C)S(=O)(=O)c2ccc(Cl)cc2)c1C	·	-3	-6%	-1%	-7%	-12	3%
O=C(O)c1cc([N+](=O)[O-])ccc1NCc1ccccc1Cl	27%	-7	0%	-2%	35%[activator]	-8	21%
Cc1cccc(NC(=O)NNC(=O)COc2ccc3ccccc3c2)c1	7%	7	-8%	124%[activator]	23%	10	-2%
COc1ccc(C2C(C(=O)NC(C)C)c3ccccc3C(=O)N2C)cc1OC (centres undefined)	-1%	-5	2%	5%	1µM*	-21	-1%
O=C1CCc2cc(S(=O)(=O)N3CCN(c4cccc(Cl)c4)CC3)ccc2N1	?	-3	3%	-10%	-22%	22	1%
O=C(Nc1ccc(S(=O)(=O)Nc2ncccn2)cc1)c1ccccc1Br	25%	-1	4%	11%	22%	-3	3%

Part of the list above in order of SMILES length, rising:
SMILES	Pf growth 48h	Cycloheximide cs	Tb PYK inh	AMA1 RON2 block	Pf growth 96h	Shiga inhibitor	LmPK inh
O=P(C(=NCCO)NO)(N1CCOCC1)N1CCOCC1	25%	2	4%	0%	28%	·	13%
O=C(O)c1cc([N+](=O)[O-])ccc1NCc1ccccc1Cl	27%	-7	0%	-2%	35%[activator]	-8	21%
CSCC[C@H](NC(=O)[C@@H]1Cc2ccccc2CN1)C(=O)NC1CCCCC1	39%	12	2%	24%	25%	6	1%

Next section
SMILES	Pf growth 48h	Cycloheximide cs	Tb PYK inh	AMA1 RON2 block	Pf growth 96h	Shiga inhibitor	LmPK inh
Cc1cccc(OCC(=O)N/N=C\c2cc3c(cc2[N+](=O)[O-])OCO3)c1C	·	8	-3%	3%	?	-11	20%
Cc1c(NS(=O)(=O)c2cc(C(=O)NC(C)c3ccccc3)ccc2Cl)c(=O)n(-c2ccccc2)n1C (centres undefined)	-22%	·	-3%	-8%	?	·	·
Cc1cccc(S(=O)(=O)N2CCN(Cc3ccc4c(c3)OCO4)CC2)c1	16%	-3	-1%	-16%	0.74µM*	-9	1%
CCOc1ccc(C(C(=O)NCCC(C)C)N(CCO)C(=O)c2snc(C(N)=O)c2N)cc1 (centres undefined)	?	-3	1%	-5%	42%[activator]	-8	8%
CN(c1ccccc1)S(=O)(=O)c1cccc(NS(=O)(=O)c2ccc(/C=C/C(=O)O)cc2)c1	120%[activator]	-1	-1%	1%	?	-17	-1%
COc1ccc(CNC(=O)Cn2cncn2)cc1OC	i	1	4%	1%	?	-9	-3%
O=[N+]([O-])c1cccc(-n2cc3ccc([N+](=O)[O-])cc3n2)c1	120%[activator]	·	0%	-6%[11.6 µM]	97%[activator]	·	·
COc1ccc(-n2cnc3scc(-c4ccc(OC)c(OC)c4)c3c2=O)cc1	?	-2	-2%	-3%	10%	-3	9%
Cc1ccccc1-c1nc(CS(=O)(=O)CC(=O)NCCCN2CCCC2)c(C)o1	·	-2	2%	-8%	9%	-3	4%
Cn1c(=O)c2c(nc(SCC(=O)O)n2Cc2cccc(C(F)(F)F)c2)n(C)c1=O	-6%	-2	?	-9%	?	-4	4%
Cn1cnnc1SCC(=O)N1CCC(Cc2ccccc2)CC1	2%	2	5%	-5%	-11%	16	3%
O=S(=O)(Nc1cccc2cn[nH]c12)c1ccc(F)cc1	11%	-1	-6%	-5%	110%[activator]	-6	2%
CCCCCCCCCCCCCCCCCCOC[C@H](COP(=O)([O-])OCC[N+](C)(C)C)OC	1%	·	5%	·	-17%	·	·
COc1cccc(NC(=O)Cn2c(=O)n(-c3ccccc3)c(=O)c3sccc32)c1	-28%	-3	2%	3%	17%	21	-1%[11.5 µM]
CCCN(CCC)Cc1c(C(=O)N/N=C/c2ccsc2)nnn1-c1nonc1N	3%	-3	-10%	-7%	-9%	28	2%
O=c1c2ccccc2nc(-c2ccccc2)n1-c1ccncc1	-9%	-1	·	6%	13%	-7	-4%
CC(C)NC(=O)C(C)n1cccc1C(=O)c1ccccc1 (centres undefined)	37%[activator]	-4	-4%	7%	?	-1	-2%
COc1ccccc1CCNC(=O)C(=O)NCCC1CCCCN1S(=O)(=O)c1cccs1 (centres undefined)	?	·	10%	-1%	?	·	·
C[C@@H](CSc1ccccc1)CN1CC[C@H](O)CCC1=O	6%	0	0%	-9%	?	6	-6%
COCCCNC(=O)Cn1c(=O)n(Cc2ccc(F)cc2)c(=O)c2sccc21	53%[activator]	1	-10%	-17%	?	-7	-6%
CCOc1ccc(S(=O)(=O)N2CCC(C(=O)OC(C)C(=O)NC3CCCCC3C)CC2)cc1 (centres undefined)	8.3µM*	·	4%	14%	13µM*	·	·

Assay outcomes (PubChem)
